Screening results: PubChem, National Center for Advancing Translational Sciences (NCATS)
Chronic BCR inh: chronic active BCR signaling inhibition; ABC-DLBCL IkBa-CBG/CBR reporter, luminescence ratio, 4 h; Potency, µM (titrated, usually from 46.1 µM), inactives show top-dose ratio change, negative = lower green/red ratio, actives largely listed as inhibitors; hit rate 0.05% among 340,000; active means well fitted inhibition curve with a large enough effect in the signal ratio, with a control signal flat, not every such curve was filed as active; inconclusive means small, poorly fitted or top-dose-only effect, or effect the other way, or a change in a side signal; the % refers to the signal ratio;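 further: plate controls were basal doxycycline-induced cells for no effect and cells given 10 µM MG132 for full effect; MG132 reads +100%, hits lower the ratio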
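Compounds up to 46 uM were incubated four hours with TMD8 cells whose green CBG68 luciferase is fused to IkappaBalpha; red CBR luminescence normalised the signal, and concentration-effect curves were fitted to fusion, red and ratio data.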
Active calls of the source: *; ? = inconclusive. Potency means the concentration at half of the fitted maximal effect. Not all compounds are listed; rates above refer to the full screens.

SMILES	Chronic BCR inh
CCOc1ccc(C(=O)NCC(c2ccco2)S(=O)(=O)c2cccs2)cc1 (stereo not drawn)	-10.6%
Cc1ccc(-n2ncc3c(NCCCc4ccccc4)ncnc32)cc1C	20.3%
O=C(c1ccco1)N1CCN(c2nc3c(F)cc(F)cc3s2)CC1	?
CCCCOc1ccc(C2C(=O)N(C3CCCCC3)CC(=O)N2CCCC)cc1 (stereo not drawn)	0.3%
COC(=O)CN1C(=O)CSc2ccc(S(=O)(=O)Nc3ccc(C(C)=O)cc3)cc21	6.5%
COc1ccc(N2CC(NC(=O)c3ccc(S(=O)(=O)N4CCCC4)cc3)CC2=O)cc1 (stereo not drawn)	-19.7%
COc1ccc(S(=O)(=O)NCCc2sc3nc(-c4ccc(C)cc4)nn3c2C)cc1F	?
Cc1[nH]c(=O)[nH]c(=O)c1S(=O)(=O)N1CCN(c2ccccc2Cl)CC1	-0.8%
Cc1cnc2c(c1SCC(=O)N(C)c1ccccc1)c(=O)n(C)c(=O)n2C	3.8%
COCCNC(=O)c1ccc2c(c1)N(Cc1cccc(Cl)c1)C(=O)c1ccccc1S2(=O)=O	5.7%
CCOc1ccccc1N(CC(=O)Nc1ccc(OC)c(Cl)c1)S(=O)(=O)c1ccccc1	?
COc1ccc(-c2nc3ccccc3o2)cc1NC(=O)COc1ccc(C)c(C)c1	2.9%
Cc1ccc(CNC(=O)C2CCC(CNS(=O)(=O)c3ccc(C)cc3)CC2)cc1 (stereo not drawn)	?
Cc1ccc(NC(=O)c2cnc(SCC(=O)N3CCCc4ccccc43)n(C)c2=O)cc1C	?
COc1ccc2c(c1)CCc1sc(NC(=O)c3cccc(Br)c3)nc1-2	19.0%
CC(=O)c1cc(-c2ccc(F)cc2)n(CCC(=O)Nc2nc3ccc(C)cc3s2)c1C	?
COC(=O)c1ccc2c(=O)n(CCCCCC(=O)NCCc3ccc(Cl)cc3)c(=O)[nH]c2c1	?
CCCCN1C(=O)CN(C2CCCCC2)C(=O)C1c1ccc(OC(C)C)c(OC)c1 (stereo not drawn)	-12.4%
COc1ccc(NS(=O)(=O)c2cc(Br)cc3c2N(C(=O)C2CC2)CC3)cc1OC	?
Cc1ccc(Cl)cc1-n1ncc2c(N3CCC(C(N)=O)CC3)ncnc21	-1.6%
Cc1ccc(C(c2sc3nc(-c4ccco4)nn3c2O)N2CCN(Cc3ccccc3)CC2)cc1 (stereo not drawn)	0.3%
COc1cccc(C(c2sc3nc(-c4ccco4)nn3c2O)N2CCC3(CC2)OCCO3)c1 (stereo not drawn)	-19.2%
O=C(NC1CCCCC1)c1ccc2c(c1)N(Cc1ccccc1)C(=O)c1ccccc1S2	?
O=C(Cn1cnc2onc(-c3ccc(Cl)cc3)c2c1=O)Nc1ccc(F)cc1	-5.8%
O=C(CCC1N=C2c3ccccc3N=C(SCc3cccc(F)c3)N2C1=O)NCc1cccs1 (stereo not drawn)	2.2%
COc1ccc(-c2nnc(SCC(=O)Nc3cccc(C(F)(F)F)c3)nc2-c2ccc(OC)cc2)cc1	22.4%
COc1ccc(OC)c(NC(=O)c2c(NCc3ccc(N(C)C)cc3)sc3c2CCCC3)c1	?
CCN(CC)S(=O)(=O)c1ccc2c(c1)N(CC(=O)N1CCN(c3cccc(C)c3)C(C)C1)C(=O)CO2 (stereo not drawn)	26.0%
Cc1ccc(NC(=O)c2oc3ccc(S(=O)(=O)N4CCCCCC4)cc3c2C)cc1Cl	0.7%
O=C(CN1C=NS(=O)(=O)c2ccccc21)Nc1ccc(Br)cc1	?
CCOC(=O)c1cc(-c2ccccc2)n(CCC(=O)NCc2ccccc2Cl)c1C	2.4%
CC(CC(=O)NCc1ccc(Cl)cc1)CC1=NS(=O)(=O)c2ccccc2N1 (stereo not drawn)	-0.3%
Cc1ccc(N2CC(NC(=O)C3CCCC3)CC2=O)cc1 (stereo not drawn)	8.6%
CCCC(=O)N1CCN(c2nc3ccc(F)cc3s2)CC1	19.2%
O=C(NCc1ccc2c(c1)OCO2)c1ccc2c(c1)N(Cc1ccccc1F)C(=O)c1ccccc1S2	?
NC(=O)C1CCN(C(=O)c2ccc3c(c2)N(Cc2cccc(Cl)c2)C(=O)c2ccccc2S3=O)CC1 (stereo not drawn)	-0.7%
CCc1ccccc1NC(=O)c1cc2nc(-c3ccc(Br)cc3)cc(C(F)(F)F)n2n1	16.5%
Cc1ccc(NC(=O)CSc2nc3nc(C)c(Cc4ccccc4)c(C)n3n2)cc1	-0.5%
Cc1ccc(N2CC(NC(=O)c3ccccc3C(F)(F)F)CC2=O)cc1C (stereo not drawn)	6.6%
CCOc1ccc(NC(=O)c2c(NCc3ccc(C)o3)sc3c2CCC(C)C3)cc1 (stereo not drawn)	?
Cc1ccc(C)c(NC(=O)c2cc(S(=O)(=O)N3CCCCCC3)ccc2F)c1	?
CCOC(=O)c1c(S(=O)(=O)N2CCCC(C(=O)Nc3ccccn3)C2)c(C)n(C)c1C (stereo not drawn)	?
CCOc1ccc(-n2c(=O)c3c(C)c(C(=O)N(C)C)sc3n(CC(=O)Nc3c(C)cc(C)cc3C)c2=O)cc1	4.8%
Cc1cccc(N2CCN(c3ccc(NC(=O)c4ccccc4)cc3C(=O)O)CC2C)c1 (stereo not drawn)	?
CCOC(=O)c1c(C)[nH]c(C)c1S(=O)(=O)N1CCCC(C(=O)N2CCN(c3ccc(Cl)cc3)CC2)C1 (stereo not drawn)	3.6%
Cc1cccc(Cc2c(C)nc3nc(SCc4cccc(F)c4)nn3c2C)c1	16.0%
COc1ccc(Nc2cc(C(=O)NCCCN(C)c3ccccc3)c3ccccc3n2)c(OC)c1	?
CC(=O)c1ccc(N2CCN(c3ncnc4c3c(-c3ccccc3)cn4-c3ccc(Cl)cc3)CC2)cc1	?
COc1ccc(S(=O)(=O)N(CC(=O)Nc2ccc(F)c(Cl)c2)c2ccc(C)cc2)cc1OC	?
CCOC(=O)c1cc(-c2ccccc2)n(CCC(=O)Nc2ccc(OC)c(Cl)c2)c1C	-13.0%
COc1ccc(C)cc1NC(=O)Cn1c(=O)oc2cc(S(=O)(=O)N3CCCCCC3)ccc21	2.4%
COc1ccc(OCC2c3cc(OC)c(OC)cc3CCN2C(=O)COc2ccc(Cl)cc2Cl)cc1 (stereo not drawn)	0.1%
CN(C)c1ccc(CNC(=O)C2CCN(Cc3cc4ccccc4n3Cc3ccccc3)CC2)cc1	-0.2%
COc1cc(OC)c(OC)cc1/C=C/c1nc2cc3ccccc3cc2c(=O)n1-c1ccc(Cl)cc1	?
CCc1cccc(NC(=O)Cn2c(=O)n3nc(-c4cccc(F)c4)nc3c3ccccc32)c1	?
CCCc1cc(=O)[nH]c2nnc(SCC)n12	-5.3%
C=CCc1c(C)nc2nc(SCC(=O)Nc3ccccc3CC)nn2c1C	-1.9%
Cc1ccc(C(=O)N2CCc3cc(CNC(=O)COc4ccccc4)ccc32)cc1	6.7%
COc1ccc(NC(=O)C(c2ccccc2)N2Cc3ccccc3C2=O)cc1 (stereo not drawn)	?
Cc1ccc2nc(N(Cc3cccnc3)C(=O)Cc3ccccc3)sc2c1	2.0%
(further entries)
SMILES	Chronic BCR inh
CC(C)c1ccc(NC(=O)c2cc(S(=O)(=O)NCc3ccccc3Cl)ccc2F)cc1	?
COc1ccc(OC)c2sc(N(Cc3cccnc3)C(=O)c3ccco3)nc12	-11.6%
COc1ccc(CCNC(=O)c2c[nH]n3c(=O)c(Cc4ccccc4Cl)c(C)nc23)cc1OC	?
O=c1oc2ccc(Cl)cc2cc1-c1cn2c(n1)sc1ccccc12	?
Cc1cc(C)c2nc(N(Cc3cccnc3)C(=O)CCOc3ccccc3)sc2c1	-8.6%
CC(=O)c1cccc(NC(=O)c2cc3nc(-c4ccc(Br)cc4)cc(C(F)(F)F)n3n2)c1	-9.1%
O=c1oc2ccc(Br)cc2cc1-c1csc(-c2ccc(Cl)cc2)n1	0.3%
Cc1nc2nc(SCC(=O)Nc3ccccc3Cl)nn2c(C)c1Cc1ccccc1	11.0%
COc1cccc(NC(=O)CSc2c(C)cnc3c2c(=O)n(C)c(=O)n3C)c1	-25.8%
COc1ccc(CNC(=O)Cn2c(=O)oc3cc(S(=O)(=O)N4CCCCCC4)ccc32)cc1	-9.6%
CC(=O)c1ccc(NC(=O)Cn2c(-n3nc(C)cc3C)nc(C)cc2=O)cc1	-1.0%
CCOc1ccc(-c2nc(CSCC(=O)NCc3ccc(Cl)cc3)c(C)o2)cc1	0.3%
CCc1ccc(CNC(=O)Cc2c(C(=O)O)c(C)cn2C)cc1	-11.5%
CCc1ccc(NC(=O)CSc2nc3ccccc3c(=O)n2CCC(=O)NC2CCCCC2)cc1	-2.7%
O=S(=O)(c1cccc(C(F)(F)F)c1)n1c(/C=C/c2ccccc2)nc2ccccc21	?
CC(=O)Nc1cc(C(=O)Nc2ccc3c(c2)N(C)C(=O)c2ccccc2S3)ccc1C	-11.4%
CCOC(=O)c1cc(-c2ccccc2)n(CC(=O)NC2CCC(C)CC2)c1C (stereo not drawn)	-11.9%
Oc1c(C(c2ccc(Cl)cc2Cl)N2CCOCC2)sc2nc(-c3ccco3)nn12 (stereo not drawn)	7.1%
COc1cc(C(=O)Nc2ccc(-n3c(C)nc4ccccc4c3=O)cc2)cc(OC)c1OC	-1.1%
Cc1ccc(S(=O)(=O)NCCc2csc3nc(-c4ccccc4C)nn23)cc1	?
CCc1ccc(Sc2cc(C(=O)O)c3ccccc3n2)cc1	?
COc1ccccc1NC(=O)CN1C(=O)c2ccccc2Sc2ccc(C(=O)N3CCCC3)cc21	?
Cc1cccc(-c2nc3c4ccccc4n(CC(=O)Nc4cccc(F)c4)c(=O)n3n2)c1	?
CCOC(=O)c1cc(-c2ccccc2)n(CC(=O)Nc2cc(Cl)c(OC)cc2OC)c1C	6.4%
Cc1cccc(N2CCN(c3ncnc4c3c(-c3ccccc3)cn4-c3ccccc3)CC2C)c1 (stereo not drawn)	-2.6%
CCOc1cc2[nH]c(=O)n(CCCCC(=O)N3CCN(c4ccccc4)CC3)c(=O)c2cc1OCC	2.7%
CN(C)S(=O)(=O)c1ccc(C(=O)N(Cc2cccnc2)c2nc3c(F)cc(F)cc3s2)cc1	?
CCCNC(=O)c1ccc2c(c1)ncn2-c1ccc(C)cc1C	?
Cc1ccc2nc(NC(=O)CSc3ncc(C(=O)Nc4ccc(F)cc4)c(=O)n3C)sc2c1	-0.3%
O=C(CCOc1ccccc1)N(Cc1cccnc1)c1nc2ccc(F)cc2s1	18.6%

Reformatted bar-delimited: 13 of the compounds above
mol | Chronic BCR inh
O=S(=O)(c1cccc(C(F)(F)F)c1)n1c(/C=C/c2ccccc2)nc2ccccc21 | ?
CC(=O)Nc1cc(C(=O)Nc2ccc3c(c2)N(C)C(=O)c2ccccc2S3)ccc1C | -11.4%
CCOC(=O)c1cc(-c2ccccc2)n(CC(=O)NC2CCC(C)CC2)c1C (stereo not drawn) | -11.9%
Oc1c(C(c2ccc(Cl)cc2Cl)N2CCOCC2)sc2nc(-c3ccco3)nn12 (stereo not drawn) | 7.1%
COc1cc(C(=O)Nc2ccc(-n3c(C)nc4ccccc4c3=O)cc2)cc(OC)c1OC | -1.1%
Cc1ccc(S(=O)(=O)NCCc2csc3nc(-c4ccccc4C)nn23)cc1 | ?
CCc1ccc(Sc2cc(C(=O)O)c3ccccc3n2)cc1 | ?
COc1ccccc1NC(=O)CN1C(=O)c2ccccc2Sc2ccc(C(=O)N3CCCC3)cc21 | ?
Cc1cccc(-c2nc3c4ccccc4n(CC(=O)Nc4cccc(F)c4)c(=O)n3n2)c1 | ?
CCOC(=O)c1cc(-c2ccccc2)n(CC(=O)Nc2cc(Cl)c(OC)cc2OC)c1C | 6.4%
Cc1cccc(N2CCN(c3ncnc4c3c(-c3ccccc3)cn4-c3ccccc3)CC2C)c1 (stereo not drawn) | -2.6%
CCOc1cc2[nH]c(=O)n(CCCCC(=O)N3CCN(c4ccccc4)CC3)c(=O)c2cc1OCC | 2.7%
CN(C)S(=O)(=O)c1ccc(C(=O)N(Cc2cccnc2)c2nc3c(F)cc(F)cc3s2)cc1 | ?

The listing continues.
SMILES	Chronic BCR inh
Cc1cccc(NC(=O)CSc2nnc(NC(=O)Nc3ccccc3)s2)c1C	2.6%
CN(Cc1ccco1)C(=O)c1ccc2c(c1)N(Cc1ccccc1F)C(=O)c1ccccc1S2	-8.8%
O=C(CSc1nccn1C1CCCC1)Nc1cccc(F)c1	-2.4%
Cc1cc(C)c(S(=O)(=O)NCC(c2ccco2)S(=O)(=O)c2cccs2)c(C)c1 (stereo not drawn)	0.1%
COc1ccc(CNC(=O)C(=O)Nc2c3c(nn2-c2ccccc2)CSC3)cc1	11.3%
CNC(=O)c1ccc2c(c1)N(Cc1ccccc1Cl)C(=O)c1ccccc1S2	?
COc1ccccc1NC(=O)Cc1c(C(=O)O)[nH]c2ccc(Cl)cc12	3.7%
O=C(Nc1cc(Cl)cc(Cl)c1)c1ccc(F)c(S(=O)(=O)NCc2ccccc2Cl)c1	24.0%
COc1ccc(CNc2ncnc3c2c(-c2ccccc2)cn3-c2ccccc2)cc1	?
Oc1c(C(c2ccccc2)N2CCN(c3cccc(Cl)c3)CC2)sc2nc(-c3ccco3)nn12 (stereo not drawn)	-14.4%
CN1CCN(C(=O)C(=O)Nc2c3c(nn2-c2ccc(F)cc2)CSC3)CC1	-7.4%
Cc1ccc(C)c(N2C(=O)N(Cc3c(F)cccc3Cl)c3ccccc3S2(=O)=O)c1	?
CCOc1ccc(CN2C(=O)c3ccccc3Sc3ccc(C(=O)OC)cc32)cc1	-10.7%
COc1ccc2sc(N(Cc3cccnc3)C(=O)CCc3ccccc3)nc2c1	13.0%
